Screens (PubChem BioAssay)
Mito fusion act: blocks mitochondrial division or promotes mitochondrial fusion; S. cerevisiae fusion-defective mutant growth rescue, CellTiterGlo 48 h; Potency, µM (highest dose often 46.1 µM), for inactives: at the highest dose growth rescue (activation), usual class: activators; hit rate 0.23% among 320,000;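 also: potency is read from the fitted curve at half-maximal effect; % of control where 0% means no effect; nearly all actives have a fitted effect of over 45% in size; temperature-sensitive fusion mutants such as fzo1-1 at 37 °C on non-fermentable ethanol glycerol medium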
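Compounds are tested for their ability to restore growth of mitochondrial fusion-defective yeast strains at non-permissive 37C in YPEG medium over 48 hours. Viability is quantified by luciferase luminescence.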
a7 integrin act: integrin-mediated muscular dystrophy alleviation activation | Potency, µM (highest dose often 38.3 µM), inactives show top-dose activation, actives largely listed as activators | hit rate 0.064% among 350,000 | AID 624291 | alpha7betagal myoblasts, beta-gal FDG fluorescence, 48 h;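 also: potency is read from the fitted curve at half-maximal effect; 100% = response of the positive control SU9516; nearly all actives have a fitted effect of over 60% in size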
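Alpha7betagal+/- myoblasts (passage 13) were plated 16-24 hr, then exposed to compounds (1:260 dilution of DMSO stock) for 48 hours at 37C. After MPER lysis, β-galactosidase reporter activity was read as FDG fluorescence (ex 480/em 540) after 30 minutes.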
A-T KAP1 phos: candidate therapy for ataxia-telangiectasia; AID 485349; […] A-T fibroblasts, KAP-1 phosphorylation AlphaLISA; neocarzinostatin DNA damage 30 min before lysis; Potency, µM (top dose mostly 57.5 µM), for inactives: top-dose activation, usual class: activators; hit rate 0.19% among 320,000; also: potency is read from the fitted curve at half-maximal effect; % of control where 0% means no effect; nearly all actives have a fitted effect of over 45% in size
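ATM-like activity read as KAP-1 phosphorylation via AlphaLISA donor/acceptor antibody pairs after lysis and 6 hr at 25C. Cells were ATM-null patient fibroblasts ([…], hTERT), dosed 60 min, then exposed to the DSB inducer NCS for 30 min.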
Menin MLL FP TR: menin-MLL binding inhibition, Texas Red mutant peptide | hit rate 0.23% among 270,000 | AID 1768 | Potency, µM (series often up to 61.6 µM), inactives show top-dose FP activity change, negative = inhibition, usual class: inhibitors | Menin + Texas Red MLL mutant peptide, fluorescence polarization | O00255; active = well fitted inhibition curve with a large enough effect in the polarisation, with a control signal flat, not every such curve was filed as active; inconclusive = small, poorly fitted or top-dose-only effect, or effect the other way, or a change in a side signal; inactive = no such curve, though single readings can be large or run the other way; the % refers to the polarisation; also: potency is read from the fitted curve at half-maximal effect; % of control where 0% means no effect; many of its hits are not listed in these tables
Target sequence (O00255 whole entry, looked up): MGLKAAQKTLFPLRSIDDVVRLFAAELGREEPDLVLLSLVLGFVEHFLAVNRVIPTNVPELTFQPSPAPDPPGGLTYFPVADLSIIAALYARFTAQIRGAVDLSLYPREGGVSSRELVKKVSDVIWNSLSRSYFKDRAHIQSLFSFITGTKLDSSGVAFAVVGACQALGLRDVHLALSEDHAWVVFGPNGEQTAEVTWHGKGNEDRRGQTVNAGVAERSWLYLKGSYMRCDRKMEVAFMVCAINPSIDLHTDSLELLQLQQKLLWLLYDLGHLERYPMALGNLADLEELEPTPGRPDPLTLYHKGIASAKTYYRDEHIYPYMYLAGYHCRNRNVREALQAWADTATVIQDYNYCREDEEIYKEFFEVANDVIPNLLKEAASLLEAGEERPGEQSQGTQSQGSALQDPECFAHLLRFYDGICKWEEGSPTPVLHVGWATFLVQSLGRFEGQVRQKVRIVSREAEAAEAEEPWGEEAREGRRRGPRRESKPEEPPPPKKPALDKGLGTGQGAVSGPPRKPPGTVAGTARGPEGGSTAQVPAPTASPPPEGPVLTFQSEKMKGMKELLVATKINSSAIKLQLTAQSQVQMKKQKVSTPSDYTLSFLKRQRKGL
MBNL1 CUG block: blocks human MBNL1 binding to CUG repeat RNA. Q9NR56. TR-FRET MBNL1-His/biotin-(CUG)12 binding, 665/545 ratio. Potency, µM (top dose mostly 57.5 µM), for the others: at the highest dose activity change, negative = inhibition, most hits filed as inhibitors. hit rate 0.036% among 280,000. AID 2675; active = well fitted inhibition curve with a large enough effect in the signal ratio, with a control signal flat, not every such curve was filed as active; inconclusive = small, poorly fitted or top-dose-only effect, or effect the other way, or a change in a side signal; inactive = no such curve, though single readings can be large or run the other way; the % refers to the signal ratio; also: potency is read from the fitted curve at half-maximal effect; % is scaled to controls: 0 for no effect and ±100 for the full control effect
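Compounds (final 92 nM to 58 uM) are added to His-tagged MBNL1 and biotin-(CUG)12, then terbium anti-His antibody and streptavidin-XL665 (5 nM final). After 60 min at room temperature, the 665/545 nm ratio is read.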
PTAP TSG101 blk: blocks PTAP/TSG101 interaction to inhibit HIV-1 budding; Q99816; Fluorescence polarization, FITC-PTAP peptide / Tsg101 binding; Potency, µM (highest dose often 115 µM), for inactives: at the highest dose activity change, negative = inhibition, most hits filed as inhibitors; 340,000 tested, under 10 active; AID 493005; active = well fitted inhibition curve with a large enough effect in the main read-out, with a control signal flat, not every such curve was filed as active; inconclusive = small, poorly fitted or top-dose-only effect, or effect the other way, or a change in a side signal; inactive = no such curve, though single readings can be large or run the other way; also: potency is read from the fitted curve at half-maximal effect; % of control where 0% means no effect
Target sequence (Q99816 whole entry, looked up): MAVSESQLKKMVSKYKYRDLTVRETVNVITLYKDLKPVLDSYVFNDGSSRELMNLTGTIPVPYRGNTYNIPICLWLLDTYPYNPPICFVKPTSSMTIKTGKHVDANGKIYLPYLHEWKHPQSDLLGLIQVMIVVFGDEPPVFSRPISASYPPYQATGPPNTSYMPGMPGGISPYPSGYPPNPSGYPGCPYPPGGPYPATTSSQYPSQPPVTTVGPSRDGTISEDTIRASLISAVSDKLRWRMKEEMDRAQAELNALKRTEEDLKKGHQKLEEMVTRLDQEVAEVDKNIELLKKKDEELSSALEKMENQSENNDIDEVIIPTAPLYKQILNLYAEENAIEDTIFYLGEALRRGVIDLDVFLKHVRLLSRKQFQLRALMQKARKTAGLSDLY
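FP read-out: FITC-PTAP peptide, 50 nM final, binding Tsg101 binding domain, 10 uM final; 20 min, r.t.; 10 mM HEPES pH 7.5, 0.15 M NaCl, 0.01% Tween 20, 3 mM EDTA, 0.1 mM TCEP.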
TCR act: activators of T cell receptors. 330,000 tested, under 10 active. Potency, µM (top dose mostly 9.22 µM), without a hit: at the top dose activation of IL-2 secretion, usual class: activators. AID 504894. primary human leukocytes, anti-CD3, IL-2 HTRF, 48 h; also: % of control where 0% means no effect
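Using a-CD3 beads without co-stimulation, primary human leukocytes were exposed to compounds for 48 hr. An HTRF IL-2 kit measured the cytokine, with europium-to-d2 energy transfer producing emission at 665nm upon 320nm excitation.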
CXXC DNA block: MLL CXXC-DNA interaction inhibition | Q03164 | hit rate 0.037% among 290,000 | MLL-CXXC / FITC-HOXA9 DNA fluorescence polarization | Potency, µM (top dose mostly 115 µM), inactives show at the highest dose activity change, negative = inhibition, actives largely listed as inhibitors; active = well fitted inhibition curve with a large enough effect in the polarisation, with a control signal flat, not every such curve was filed as active; inconclusive = small, poorly fitted or top-dose-only effect, or effect the other way, or a change in a side signal; inactive = no such curve, though single readings can be large or run the other way; the % refers to the polarisation; also: potency is read from the fitted curve at half-maximal effect
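Purified MLL-CXXC (added from a 7 uM solution) was preincubated 5 min at ambient with pinned compounds in 50 mM Tris-HCl pH 7.5, 50 mM NaCl, 1 mM DTT, 0.05% BSA. Fluorescein-labeled HOX-A9 DNA (50 nM solution) followed, 30 min, then polarization read.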
TSHR antagonist: human thyrotropin receptor antagonism. P16473. TSHR-expressing cells, TSH-stimulated cAMP HTRF, 2 h; hits give low values. activity change, negative = inhibition, % at 11.5 µM. hit rate 0.2% among 330,000. AID 504810;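 active = activity change below a set negative limit, meaning inhibition stronger than a set level, cut at about -70% in these data; inconclusive = activity change between two set negative limits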; also: % is scaled to controls: 0 for no effect and ±100 for the full control effect
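Cell-based HTRF cAMP assay; TSHR cells + compound, TSH EC80 (4nM final), 2 h, 37 deg C. Lysis with anti-cAMP cryptate and cAMP-d2, 30 min RT, read 665/620 nm.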
S-ASM inh: blocks human secretory acid sphingomyelinase | P17405 | placental ASM, HMU-PC fluorogenic substrate, 60 min | Potency, µM (doses to about 57.5 µM), for the others: at the top dose activity change, negative = inhibition, usual class: inhibitors | hit rate 0.006% among 340,000 | AID 504937; also: potency is read from the fitted curve at half-maximal effect
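qHTS format. ASM enzyme prepared from human placenta hydrolyses the fluorogenic substrate HMU-PC0 (9 uM final) over 60 min at 37 °C after a 10 min compound preincubation.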
* hit, by the source's call; ? = inconclusive; nt = no result given; [ ] = dose if it differs, or a comment. Unless noted, calls follow the shape of the dose curve; as a rule, active = well fitted curve in the direction sought with a large enough effect; inconclusive = small, poorly fitted or top-dose-only effect, or another doubt; inactive = no such curve, though single readings can be large; an effect the other way counts as inactive or inconclusive. This is a subset; count on the stated rates, not on these rows.

SMILES	Mito fusion act	a7 integrin act	A-T KAP1 phos	Menin MLL FP TR	MBNL1 CUG block	PTAP TSG101 blk	TCR act	CXXC DNA block	TSHR antagonist	S-ASM inh
CC1C=Cc2ccccc2N1C(=O)c1ccccc1 (stereo not drawn)	5.2%	-7.6%	-0.2%	?	-3.9%	-2.5%	-19.3%	-3.1%	-11.8	-1.0%
CC(C)NC(=O)CN1CCC(c2nc3ccccc3[nH]2)CC1	-0.9%	-13.2%	3.9%	nt	-2.5%	-0.6%	-2.5%	-9.8%	7.8	3.0%
CCOc1cc(/C=N\NC(=O)OC(C)(C)C)ccc1OC(=O)c1ccco1	-12.5%	-0.2%	-3.6%	-6.6%	4.4%	-5.5%	-3.4%	63.1%[activator]	23.4	-0.7%
COc1ccc(C(=S)N2CCCC2)cc1C	-2.0%	1.2%	8.0%	0.1%	-0.2%	-5.8%	-1.5%	3.1%	13.3	0.0%
N#Cc1c2c(c(-c3ccco3)[nH]c1=O)CCCC2	-0.7%	23.4%	7.4%	-14.1%	-0.5%	-13.5%	10.1%	-5.8%	-9.0	53.0%[activator]
CC(NC(=O)COC(=O)c1cc(=O)[nH]c2ccccc12)c1ccccc1 (stereo not drawn)	0.2%	0.0%	2.2%	2.7%	?	0.9%	6.2%	3.6%	-4.5	13.3%
CCOC(=O)c1c(NC(=O)C2COc3ccccc3O2)sc(C(C)=O)c1C (stereo not drawn)	0.1%	1.9%	-2.5%	2.9%	17.0%	-0.4%	-2.1%	2.3%	-4.9	-2.4%
CC(C)Cc1nc2sc3c(SCC(N)=O)ncnc3c2c2c1CCC2	7.0%	?	-3.1%	nt	nt	-5.6%	-7.5%	-7.8%	9.2	-2.7%
O=Cc1ccc(Oc2cccc(C(F)(F)F)c2)nc1	-0.8%	-1.3%	-2.2%	8.0%	-4.0%	0.4%	0.6%	4.6%	7.5	1.5%
CCOc1cc(C=O)ccc1OCc1cc(=O)n2cc(C)ccc2n1	-4.6%	9.4%	-1.0%	3.6%	20.4%	-7.5%	11.2%	-0.8%	-10.7	13.5%
CN(C)S(=O)(=O)c1ccc(NC(=O)/C=C/c2ccccc2Cl)cc1	8.7%	-45.7%[inhibitor]	0.8%	?	21.3%	-1.6%	-2.2%[46.1 µM]	12.5%	-7.9	-19.2%
CC(NC(=O)CCc1nnc(-c2ccccc2)o1)c1ccccc1 (stereo not drawn)	16.1%	3.4%	3.5%	-10.3%	-5.7%	-1.1%	-3.3%	0.0%	7.7	1.3%
O=C(Nc1ncccc1O)c1cccc(S(=O)(=O)NCc2ccccc2)c1	1.6%	8.8%	0.5%	nt	nt	0.4%	-0.7%	nt	-4.4	-0.8%
CC(=O)Nc1ccc(C(=S)NCC2(N(C)C)CCCCC2)cc1	-2.3%	?	-10.3%	12.4%	-6.0%	-1.4%	-6.0%	-3.1%	-3.7	-0.4%
O=C(N/N=C\c1ccc(Cl)s1)C1COc2ccccc2O1 (stereo not drawn)	1.0%	35.8%	0.0%	nt	20.4%	-0.8%	-2.2%	-4.8%	-5.3	-2.4%
N=c1c2c3c(sc2ncn1Nc1ccccc1)CCC3	-5.5%	-24.6%	17.5%	nt	7.7%	-5.4%	-1.4%	-1.8%	3.0	-0.2%
CCN(C[C@H]1N[C@@](C)(C(=O)OC)[C@H]2C(=O)N(C)C(=O)[C@@H]12)C(=O)c1ccc(C(C)(C)C)cc1	nt	38.0%	-0.2%	nt	nt	-0.9%	-1.3%	nt	0.8	7.5%
CC1CCCC(C)N1C(=O)CSc1nccc(=O)[nH]1 (stereo not drawn)	0.6%	25.5%	0.8%	2.3%	-3.1%	-0.3%	5.0%	-3.5%	16.6	-0.4%
COc1ccc(S(=O)(=O)N[C@@H](CC(C)C)C(=O)O)cc1	0.0%	5.4%	-0.3%	12.4%	5.3%	-3.9%	nt	8.8%	12.7	-0.4%
Cc1c(CN2CCc3c([nH]c4ccccc34)C2CC(C)C)cnn1C (stereo not drawn)	-6.8%	-1.9%	5.5%	1.6%	9.8%	-4.6%	-4.3%	-2.2%	-3.8	24.6%
CCCCN1CCC(=O)C(C(=O)OCC)=C1C(=O)OCC	nt	-5.4%	nt	nt	nt	-2.3%	13.7%	nt	nt	2.5%
COc1ccc(-c2cc(C(=O)NN3CCOCC3)c3ccccc3n2)cc1OC	2.1%	2.8%	6.8%	4.5%	?	-5.5%	-4.7%	-10.8%	10.1	22.8%
O=C(CN(C(=O)C1CSC(=O)C1)c1cccc(F)c1)NCc1ccc2c(c1)OCO2 (stereo not drawn)	-3.3%	15.9%	2.6%	-0.6%	-2.3%	-0.3%	17.0%	2.6%	-0.7	3.8%
CC(C)(C)OC(=O)C[C@@H]1C/C=C\C[C@@H](CC(=O)NCCO)C(=O)NC[C@@H](c2ccccc2)OC1=O	nt	8.6%	-0.2%	nt	nt	-5.2%	2.0%	nt	-11.0	3.8%
O=S(=O)(Nc1ccccc1)c1cccc2nonc12	0.2%	-16.3%	-6.7%	0.9%	?	-1.8%	-0.2%	6.4%	-20.6	3.7%
O=C(COc1ccc(Cl)cc1)NCCCn1ccnc1	1.9%	7.5%	-0.2%	-1.8%	1.7%	-5.3%	6.3%	0.0%	4.1	4.1%
CC(=O)Nc1ccc(NC(=O)CSc2cn(CC(=O)N3CCOCC3)c3ccccc23)cc1	-9.8%	0.5%	4.8%	0.1%	6.5%	-5.1%	-6.2%	4.9%	3.4	2.8%
S=c1nc2ccccc2c2nc(-c3cccnc3)[nH]n12	1.4%	18.2%	-2.2%	nt	4.3%	-3.0%	-0.8%	-26.1%	-6.0	-2.6%
Cn1c(=O)cc(Nc2ccccc2)[nH]c1=O	-1.7%	-7.5%	-7.8%	-15.5%	-4.9%	-0.8%	nt	2.5%	19.3	4.9%
CCOc1ccc(C(=O)NCC(=O)OCc2ccc(F)cc2Cl)cc1	-7.4%	-1.5%	6.6%	1.1%	?	0.5%	-5.5%[46.1 µM]	-4.6%	-24.1	0.9%
O=C(O)Cc1ccc(NC(=O)c2ccc3c(c2)C(=O)N(Cc2ccco2)C3=O)cc1	-6.6%	0.0%	-0.7%	nt	7.5%	-12.6%	4.6%	14.1%	3.9	-1.7%
COc1ccc(NC(=O)COC(=O)CCC2CCCCC2)cc1	nt	-5.5%	6.2%	nt	nt	-7.1%	3.5%[46.1 µM]	nt	0.7	-1.8%
COC(=O)[C@@]12CCCN1[C@H](c1ccc(-c3ccc(Cl)c(Cl)c3)c(OC)c1)[C@H]1C(=O)N(C)C(=O)[C@H]12	nt	-42.7%	-1.8%	nt	nt	1.0%	-3.3%	nt	3.0	-14.1%
CCOc1ccc(-n2c(=O)c3ccccc3c3ccccc3c2=O)cc1	-7.0%	-13.4%	44.3%	nt	-13.2%	-0.4%	-5.3%	3.4%	-6.7	-0.5%
CCN(C(=O)COC(=O)c1ccccc1SCC(=O)NC1CCCCCCC1)C1CCS(=O)(=O)C1 (stereo not drawn)	-5.5%	-17.9%	3.9%	-3.4%	-11.2%	-1.9%	-1.3%[46.1 µM]	2.3%	29.0	-1.3%
CC(C)(C)CC(=O)Nc1nnc(SCC(=O)NC2CCCCC2)s1	7.5%	-11.2%	-14.7%	1.6%	2.4%	-4.2%	4.7%	28.0%	-11.1	-4.8%
CCOC(=O)N1CCC(NC(=O)c2ccc(CO)c(C(=O)NC3CCN(C(=O)OCC)CC3)c2)CC1	-4.2%	21.2%	4.8%	-4.7%	-8.5%	0.5%	-3.4%	-4.4%	-5.1	3.9%
O=C(Cc1ccc(F)cc1)OCC(=O)N1CCN(S(=O)(=O)c2ccc(Cl)cc2)CC1	28.2%	10.8%	11.8%	nt	nt	1.4%	5.3%	nt	37.1	-5.3%
COc1ccccc1CNC(=O)CCC1N=C2c3ccccc3N=C(SCC(=O)NCC3CCCO3)N2C1=O (stereo not drawn)	-0.7%	-18.6%	4.3%	-29.9%	3.0%	-1.8%	1.5%	-2.7%	-1.0	28.3%
CC1CCN(c2nc3ccc(C(=O)N4CCN(Cc5ccccc5)CC4)cc3s2)CC1	0.3%	-14.3%	10.5%	0.3%	0.4%	3.2%	0.4%	-7.0%	-8.1	3.4%
